Screens (PubChem BioAssay)
POLK inh: blocks human DNA polymerase kappa activity. hit rate 0.53% among 400,000. purified Pol kappa, fluorescent DNA synthesis assay, 10 min. AID 588579. Potency, µM (doses to about 107 µM), for inactives: at the highest dose activity, negative = inhibition, most hits filed as inhibitors. Q9UBT6; note: % is set by controls: 0 for no effect and ±100 for the full control effect
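Enzyme at 10 nM met test compounds for 15 min at room temperature. Substrate addition (50 nM final) began the reaction, which was monitored by fluorescence at 0 and 10 min.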
Pol iota inh: DNA polymerase iota (human) inhibition. Pol iota fluorescent replication assay, 10 min. Potency, µM (titrated, usually from 115 µM), for inactives: top-dose activity, negative = inhibition, usual class: inhibitors. hit rate 1% among 390,000. AID 588590
Target sequence (Q9UNA4 whole entry, looked up): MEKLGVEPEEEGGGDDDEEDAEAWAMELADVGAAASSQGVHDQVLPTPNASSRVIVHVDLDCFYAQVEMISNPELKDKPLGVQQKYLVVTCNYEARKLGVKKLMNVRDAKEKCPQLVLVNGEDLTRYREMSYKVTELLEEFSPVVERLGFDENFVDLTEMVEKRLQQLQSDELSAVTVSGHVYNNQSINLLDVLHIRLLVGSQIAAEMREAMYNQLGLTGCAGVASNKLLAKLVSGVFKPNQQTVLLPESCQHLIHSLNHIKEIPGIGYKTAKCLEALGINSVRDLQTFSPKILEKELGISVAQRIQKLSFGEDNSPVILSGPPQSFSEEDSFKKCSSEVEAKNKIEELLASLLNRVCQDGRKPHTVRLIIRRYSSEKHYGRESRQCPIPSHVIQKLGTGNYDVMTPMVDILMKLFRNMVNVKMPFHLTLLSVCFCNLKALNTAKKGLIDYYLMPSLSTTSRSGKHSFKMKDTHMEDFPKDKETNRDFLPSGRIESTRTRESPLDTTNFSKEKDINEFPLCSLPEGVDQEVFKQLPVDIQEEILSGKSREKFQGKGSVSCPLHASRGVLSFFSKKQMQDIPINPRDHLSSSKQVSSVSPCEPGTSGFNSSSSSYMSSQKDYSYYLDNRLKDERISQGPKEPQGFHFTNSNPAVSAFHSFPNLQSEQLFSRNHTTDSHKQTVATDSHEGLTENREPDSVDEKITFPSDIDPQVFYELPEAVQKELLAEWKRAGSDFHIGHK
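Pol iota at 10 nM preincubated 15 min with compounds at room temperature; reaction started with fluorescent substrate, 50 nM final. Fluorescence read kinetically at 0 and 10 min; buffer-only wells as negative control.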
* hit, by the source's call; ? = inconclusive; [ ] = another dose, or the depositor's remark. Calls come from the whole dose curve; as a rule, active = well fitted inhibition curve with a large enough effect; inconclusive = small, poorly fitted or top-dose-only effect, or another doubt; inactive = no such curve, though single readings can be large or run the other way. Potency is the fitted concentration of half-maximal effect. A portion of the library; the hit share may differ from the screen's.

SMILES	POLK inh	Pol iota inh
O=C1CCC[C@@H]2[C@@H](Cc3ccccc3)[C@@H](Nc3ccccc3)C[C@@H]3CCN1[C@@H]32	13%	-5%
Cc1c(CCO)sc[n+]1CC(=O)c1ccc2ccccc2c1	-1%	5%
Cc1c(O)ccc2c1OC(C)(C)CC2	-8%	53%[activator]
O=C(COc1ccccc1C(=O)Nc1ccccc1)Nc1ccc(-c2ccccc2)cc1	-2%	-13%
CC(C)C(=O)Nc1ccc(/C=C2\C=Cc3ccccc32)cc1	-11%	23%
Cc1c(C=O)ccc(N(C)C)c1C	-3%	23%
Nc1[nH]c(=S)nc2nnsc12	-4%	36%[activator]
Cc1ccc(NC(=O)COC(=O)c2ccccc2OCC(=O)Nc2ccc(Br)cc2)c(Br)c1	12%	12%
O=C(C[n+]1ccc(Cl)c2ccc(Cl)cc21)c1ccc(F)cc1	2%	17%
Cc1ccc(CN2CCOCCS2(=O)=O)cc1	-13%	21%
COc1ccc(/C=c2\[nH]c(=O)/c(=C/c3ccc(OC)cc3)[nH]c2=O)cc1	11%	20%
COc1ccc2[nH]c(C)c(C(=O)CNc3nccs3)c2c1	-9%	33%[activator]
CCN(CC)CC(=O)c1c(C)n(C)c2ccc(OC)cc12	2%	?
C[N+]1(CC(=O)c2ccc(Cl)cc2)CCOCC1	?	?
CN(C)c1c(Cl)cc(/C=C2\C=Cc3ccccc32)cc1Cl	-12%	1%
Brc1ccc2c(ccc[n+]2CCc2ccccc2)c1	7%	2%
Cc1cccc(/C=C/c2cccs2)n1	-15%	1%
O=C(COc1ccccc1C(=O)OCC(=O)N1CCOCC1)Nc1ccc(Br)cc1	-8%	?
Cc1ccc2c(/C=C/c3ccc(N(C)C)cc3)c(C)cnc2c1	-32%	?
CCC(=O)Nc1ccc(-c2nnc(SCc3ccccc3)n2C)cc1	-5%	-28%
CNc1cc[n+](C)c2ccccc12	-18%	24%
COc1cc2c(NC3CCN(C)CC3)nc(N3CCCN(C)CC3)nc2cc1OCCCN1CCOCC1	-7%	-16%
CC(C)(C)c1ccc(NC(=O)COC(=O)c2ccccc2OCC(=O)Nc2ccc(Br)cc2)cc1	-9%	-4%
O=C(C[n+]1ccncc1)c1ccc2ccccc2c1	-14%	53%[activator]
Cc1ccc(C)c2c(/C=C/c3ccc(N(C)C)cc3)ccnc12	-4%	?
Cn1cc(/C=C/c2ccnc3ccccc23)c2ccccc21	-6%	-5%
Cc1ccnc2cc(Cl)cc(Cl)c12	-26%	6%
O=c1cc(/C=C/c2ccc([N+](=O)[O-])cc2)c2ccccc2[nH]1	-1%	-2%
Cc1cc[n+](CC(=O)c2ccc(F)cc2)c2ccccc12	-9%	0%
CCCCN(CCC(=O)O)c1ccc(/C=C/c2ccnc3ccccc23)cc1	-5%	17%
O=C(Cc1ccc(OCc2ccccn2)cc1)NO	-21%	55%[activator]
COc1cc(N)c(N)cc1OC	-21%	22µM*
COc1cc(OC)c(/C=C/c2ccnc3ccccc23)c(OC)c1	-2%	6%
CN(C)c1ccc(C(I)C(I)c2ccnc3ccccc23)cc1 (stereo not drawn)	-2%	-7%
CC(C)N(c1ccc(C=O)cc1)C(C)C	-3%	18%
O=C(C[n+]1ccnc2ccccc21)c1ccc(Br)cc1	8%	46%[activator]

Three entries already listed, ordered by the value under Pol iota inh, lowest first:
| structure | Pol iota inh |
| --- | --- |
| Cn1cc(/C=C/c2ccnc3ccccc23)c2ccccc21 | -5% |
| COc1cc(OC)c(/C=C/c2ccnc3ccccc23)c(OC)c1 | 6% |
| CCCCN(CCC(=O)O)c1ccc(/C=C/c2ccnc3ccccc23)cc1 | 17% |

Structures above with a carbonyl joined to an NH by a bond outside any ring:
SMILES	POLK inh	Pol iota inh
O=C(COc1ccccc1C(=O)Nc1ccccc1)Nc1ccc(-c2ccccc2)cc1	-2%	-13%
CC(C)C(=O)Nc1ccc(/C=C2\C=Cc3ccccc32)cc1	-11%	23%
Cc1ccc(NC(=O)COC(=O)c2ccccc2OCC(=O)Nc2ccc(Br)cc2)c(Br)c1	12%	12%
O=C(COc1ccccc1C(=O)OCC(=O)N1CCOCC1)Nc1ccc(Br)cc1	-8%	?
CCC(=O)Nc1ccc(-c2nnc(SCc3ccccc3)n2C)cc1	-5%	-28%
CC(C)(C)c1ccc(NC(=O)COC(=O)c2ccccc2OCC(=O)Nc2ccc(Br)cc2)cc1	-9%	-4%
O=C(Cc1ccc(OCc2ccccn2)cc1)NO	-21%	55%[activator]

Profiles, looked up by structure:
O=C(Cc1ccc(OCc2ccccn2)cc1)NO across the screens: POLK inh = -21%; Pol iota inh = 55%[activator]
COc1ccc(/C=c2\[nH]c(=O)/c(=C/c3ccc(OC)cc3)[nH]c2=O)cc1 across the screens: POLK inh = 11%; Pol iota inh = 20%
CC(C)C(=O)Nc1ccc(/C=C2\C=Cc3ccccc32)cc1 across the screens: POLK inh = -11%; Pol iota inh = 23%

More results
SMILES	POLK inh	Pol iota inh
O=[N+]([O-])c1ccccc1/C=C/c1ccnc2ccccc12	-19%	?
Nc1cc(N)cc(N)c1	?	1.6µM*
CN(C)C(=O)COC(=O)c1ccccc1OCC(=O)Nc1ccc(Br)cc1	-6%	0%
C[C@@H]1[C@H](c2ccccc2)OCCS(=O)(=O)N1Cc1ccccc1Br	-17%	3%
COc1cc(OC)c(/C=C/c2ccc3ccccc3n2)c(OC)c1	-26%	?
C(=C\c1ccnc2ccccc12)/c1cc2c3c(c1)CCCN3CCC2	-11%	-12%
CCCN(CCC)c1ccc(/C=C/c2ccnc3ccccc23)cc1	-1%	24%
Cc1cnc2ccccc2c1C	2%	-2%
COc1ccc(OC)c(/C=C/c2c3ccccc3cc[n+]2C)c1	-20%	44%[activator]
COC(=O)c1ccc(NC(=O)c2nc(SCc3ccccc3F)ncc2Cl)cc1	-2%	54%[activator]
Oc1c(C(Nc2cccnc2)c2ccc(C(F)(F)F)cc2)ccc2cccnc12 (stereo not drawn)	-6%	30%[activator]
Brc1cc(Br)c[n+](CCc2ccccc2)c1	-4%	-1%
Cc1ccccc1CN1[C@H](C)[C@H](c2ccccc2)OCCS1(=O)=O	-5%	1%
COc1cc(OC)c(OC)cc1/C=C/c1ccc2ccccc2n1	-25%	0%
CN(C)c1ccc(-c2c3ccccc3nc3ccccc23)cc1	-11%	?
COc1ccc(CCC(=O)NO)cc1	14%	19%
COc1cc(OC)c(OC)cc1/C=C/c1ccc2ccccc2[n+]1C	-27%	-10%
CCOC(=O)c1cc(C#N)c(SC(C(=O)N2CCCCC2)c2ccccc2)nc1C (stereo not drawn)	-5%	?
CN(C(=O)COc1ccccc1C(=O)Nc1ccccc1)c1ccccc1	-17%	19%
COc1cc(/C=c2\[nH]c(=O)/c(=C/c3cc(OC)c(OC)c(OC)c3)[nH]c2=O)cc(OC)c1OC	4%	40%[activator]
CC(=O)ON(C(C)=O)c1ccc(/C=C2\C=Cc3ccccc32)cc1	-2%	-1%
O=[N+]([O-])c1ccc(/C=C2\C=Cc3ccccc32)cc1	3%	-1%
COc1ccc(CN2[C@@H](CC(=O)O)c3ccc(C(F)(F)F)cc3S2(=O)=O)cc1	-27%	-12%
Nc1cccc(/C=C2\C=Cc3ccccc32)c1	-28%	?
Nc1nc(N)c2c(OCc3ccc(C(F)(F)F)cc3)cccc2n1	-3%	17%
COc1ccc(/C=C/c2ccc3ccccc3[n+]2C)c(OC)c1OC	-39%	?
OC(Br)C(O)C(O)N1CCCc2ccccc21 (stereo not drawn)	-5%	43%[activator]
O=C(COC(=O)c1ccccc1OCCOc1ccccc1)Nc1ccc(Br)cc1	-34%	-11%
O=c1[nH]c(=O)n([C@H]2C[C@@H](O)[C@@H](CO)O2)cc1F	-2%	0%
O=C(Nc1ccccc1Sc1ccccc1)c1cnn2c1NC(=C1CC1)C=C2C(F)(F)F	-8%	-17%
CC(=O)C[C@H]1c2cc(F)cc(F)c2S(=O)(=O)N1C1CCN(Cc2ccccc2)CC1	2%	-9%
CCCCCc1cc[n+](CC(=O)c2ccccc2)cc1	?	?
Cc1ccccc1NC(=O)c1ccccc1OCC(=O)Nc1ccc(Br)cc1	-13%	11%
O=C(COc1ccccc1C(=O)Nc1ccccc1)Nc1ccccc1Br	6%	8%
C1NNCC12CNNC2	-3%	18%
C=C1NN(CC#N)C(=O)N1c1ccc(OCc2ccccc2)cc1	-6%	16%
CSc1ccc(/C=C2\C=Cc3ccccc32)cc1	-10%	21%
CN(C)c1ccc(/C=C/c2ccnc3ccccc23)cc1O	5%	15%
Brc1ccc[n+](CCc2ccccc2)c1	-4%	-1%
CN(C)c1ccc(/C=C/C=C/c2ccnc3ccccc23)cc1	-19%	?
Cc1c(/C=C/c2ccnc3ccccc23)ccc(N(C)C)c1C	-9%	-8%
OCc1nc2ccccc2[nH]1	-23%	13%
O=C(O)c1ccc(NC(=O)c2cc3c([nH]c2=O)CCCC3=O)cc1	-15%	-30%
CN(C)CCCCCCNc1nccc(N2CCN(C)CC2)n1	-1%	89%[activator]
CNc1c(Br)cc(C(O)C2=CCc3ccccc32)cc1Br (stereo not drawn)	6%	-17%
C[N+]1(CC(=O)c2ccc(I)cc2)CCCc2ccccc21 (stereo not drawn)	-7%	2%
C=C1C=C(C(F)F)n2ncc(C(=O)NCCc3ccccc3OC)c2N1	2%	?
O=c1[nH]c(=S)c2n[nH]nc2[nH]1	-4%	12%
Cc1ccc(CN2[C@H]3CCCC[C@@H]3OCCS2(=O)=O)cc1	-2%	19%
CCCCCCC[n+]1ccc(/C=C/c2c(C)[nH]c3ccccc23)c2ccccc21	?	79µM*
CCOc1ccc(/C=C/c2ccnc3ccccc23)cc1OCC	-10%	?
COC(=O)c1ccccc1NC(=O)COc1ccccc1C(=O)Nc1ccccc1	3%	13%
Cc1cccc(OCC(=O)Nc2ccc(O)c(-c3nc4ccccc4o3)c2)c1	-19%	?
Nc1[nH]c(=S)[nH]c(=O)c1N=O	9%	4%
C=C1C=C(C(F)F)n2ncc(C(=O)Nc3cccc(CC)c3)c2N1	4%	12%
CN(C)CCNc1cc(N2CCN(C)CC2)ncn1	-21%	-5%
CCC[n+]1c(/C=C/c2c(OC)cc(OC)cc2OC)ccc2ccccc21	-21%	?
c1ccc(-c2csc3ncnc(Sc4nnnn4-c4ccccc4)c23)cc1	-7%	-29%
CCCCCCCCCN(CCCCCCCCC)c1ccc(/C=C/c2ccnc3ccccc23)cc1	-11%	30%[activator]
O=C(C[n+]1cccc2cccc(O)c21)c1ccccc1	-20%	-10%

More results
SMILES	POLK inh	Pol iota inh
CN(C)c1ccc(/C=C/C=C2/C=Cc3ccccc32)cc1	-2%	29%
CN(C)c1ccc(/C=C/c2nc3ccccc3o2)cc1	-12%	-18%
Cc1ccc(-c2nc3cc(Cl)ccc3o2)cc1NC(=O)COc1ccccc1C	?	?
O=c1[nH]/c(=C\c2ccc([N+](=O)[O-])cc2)c(=O)[nH]/c1=C\c1ccc([N+](=O)[O-])cc1	3%	-19%
CC(=O)N/C(=C/c1ccccc1)c1sc2ccccc2[n+]1CCCCI	-33%	?
CN(C)/[N+]([O-])=N/Oc1ccc([N+](=O)[O-])cn1	7%	31%
COc1cc(OC)c(OC)cc1/C=C1\C=Cc2ccccc21	-11%	5%
CN(C)c1ccc(/C=C/c2ccnc3cc(Cl)ccc23)cc1	0%	-4%
C=C1[C@@H](O)CN(Cc2ccc(OC)cc2)S1(=O)=O	-8%	3%
CC(C)(C)c1ccc(C(=O)C[n+]2ccccc2Cl)cc1	-29%	-26%
C=C1C=C(C(F)F)n2ncc(C(=O)NCc3ccc(Cl)cc3Cl)c2N1	6%	17%
Cc1cc(Cl)nc2nc(Cl)ccc12	-9%	-4%
CC(O)c1nc2ccccc2[nH]1 (stereo not drawn)	-10%	5%
O=C1CN(CCN2CC(=O)NC(=O)C2)CC(=O)N1	1%	9%
Cc1ncnc2nc[nH]c12	-11%	22%
CN(C)c1ccc(/C=C/c2cccc3cc4ccccc4nc23)cc1	-15%	-10%
CC1=Nc2ccccc2/C1=C(/C)c1c(C)[nH]c2ccccc12	-20%	-3%
COc1ccc(CN2CC[C@H]3C=CC[C@@H](C(=O)NC4CCCCC4)[C@H]3C2=O)cc1OC	-22%	?
Brc1ccc[n+](CCC2CCCCC2)c1	-12%	-9%
